Screens (PubChem BioAssay)
GSK3A inh = blockers of GSK3A enzyme activity – biochemical, luminescence, cell-free homogeneous, HTS, primary screen; Glycogen synthase kinase-3 alpha (Homo sapiens), P49840; GSK-3 alpha kinase, ADP-Glo luminescence, 60 min; inhibition, % at 10 µM; hit rate 0.1% among 320,000; AID 2650, 2010;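 in the data active means inhibition above about 50%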;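 further: GST-tagged GSK-3 alpha with peptide substrate and 25 µM ATP; 0% = DMSO neutral wells and 100% = GW8510 positive control wells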
Target sequence (P49840 whole entry, looked up): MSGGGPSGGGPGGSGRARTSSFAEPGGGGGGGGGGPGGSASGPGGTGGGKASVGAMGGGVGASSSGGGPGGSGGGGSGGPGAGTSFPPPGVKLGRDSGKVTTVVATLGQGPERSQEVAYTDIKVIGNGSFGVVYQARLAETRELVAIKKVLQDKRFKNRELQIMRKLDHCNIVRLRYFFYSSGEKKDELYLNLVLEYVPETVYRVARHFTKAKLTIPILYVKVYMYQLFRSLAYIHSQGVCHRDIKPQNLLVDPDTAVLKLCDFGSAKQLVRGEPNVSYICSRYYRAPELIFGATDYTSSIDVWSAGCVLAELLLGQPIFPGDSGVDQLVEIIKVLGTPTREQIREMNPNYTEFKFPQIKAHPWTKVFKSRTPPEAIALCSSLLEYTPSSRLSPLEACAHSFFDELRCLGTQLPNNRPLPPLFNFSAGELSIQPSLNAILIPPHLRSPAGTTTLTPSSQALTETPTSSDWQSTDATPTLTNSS
Platelet DG rel = inhibitors of platelet dense granule secretion, primary screen, cell-based, MLPCN, human platelets | human platelet-rich plasma, SFLLRN dense granule ATP release, luminescence | inhibition, %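 (compounds screened at 7.5 µM in platelet-rich plasma)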 | hit rate 0.22% among 300,000;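 active means mean replicate score, as percent of positive control, at or above 50; inconclusive means mean below 50 but at least one replicate at or above 50; inactive means mean and every replicate below 50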
HSP90 inh = HSP90 inhibitors, primary screen, cell lysate, luminescence. Rabbit reticulocyte lysate, luciferase refolding luminescence, 3 h. inhibition, % at 5.6 µM. hit rate 0.91% among 290,000;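 active means inhibition above the screen-wide mean plus 3 SD, computed separately per campaign, cut at about 16% in these data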;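 further: 0% = DMSO wells and 100% = 60 µM geldanamycin wells; inhibitors lower the luminescence because luciferase stays unfolded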
Dyrk1A ADPGlo = rat Dyrk1A kinase inhibitors, primary screen, biochemical, single point, plate reader; hit rate 0.43% among 310,000; inhibition, % at 12.5 µM; ADP-Glo luminescence, NFATc1 peptide; Dual specificity tyrosine-phosphorylation-regulated kinase 1A (Rattus norvegicus), Q63470; in the data active means inhibition above about 50%;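 further: plate controls were vehicle with enzyme for no effect and no enzyme for full effect; many of its hits are not listed in these tables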
HSF1 inhib = HSF1 inhibitors in luciferase reporter cells, primary screen, cell-based, NIH3T3, luminescence | NIH3T3-HGL HSE-luciferase, MG132-induced, luminescence 8 h; active compounds read low | activity change, negative = inhibition, % at 7.5 µM (by protocol) | AID 2098, 2009 | hit rate 0.77% among 300,000;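 active means more than half of replicate wells show activity change below -50%, luminescence cut by over half; inconclusive means some wells, but at most half, below -50%; inactive means no replicate well below -50%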;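 further: luciferase reports HSF-1 transcriptional activity via heat shock element; 0% = median of DMSO wells and -100% = zero luminescence signal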
AI-2 QS mod = Vibrio harveyi AI-2 quorum sensing modulators, primary screen, JMH597 strain, luminescence/OD600 ratio; hit rate 0.4% among 300,000; activity change, % at 7.5 µM; AID 2094, 2009; Vibrio harveyi JMH597 AI-2 luminescence/OD600 ratio, 9 h; active compounds read low; strain lacks LuxN and CqsS sensors; 0 = neutral-control median; in the data active means activity change below about -75%, passing the limit was not always enough; inconclusive means no clear call, values can overlap the other calls;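 further: luminescence divided by OD600 gain over 9 h not by final OD600 alone; inactives centre near 13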
HSF1 activator = HSF-1 activators, primary screen, NIH3T3-HGL cells, MG132 stress, luminescence, single point; hit rate 1.7% among 300,000; activation, % at 9 µM; NIH3T3-HGL HSF-1 luciferase reporter, 8 h; 100% = twice DMSO control signal;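 active means mean replicate activation of at least 50% with a set share of replicates each reaching 50%; inconclusive means only one of those two conditions met; inactive means mean below 50% and too few replicates reaching it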;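 further: 0% = median of the neutral control wells and 100% = twice that signal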
GSK3B inh = human GSK3beta kinase inhibitors, primary screen, biochemical, cell-free homogeneous, HTS; hit rate 0.038% among 300,000; Glycogen synthase kinase-3 beta (Homo sapiens), P49841; activity score (negative = inhibition), % at 10 µM; GST-GSK3beta kinase, ADP-Glo luminescence, 60 min; active compounds read low;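 active means more than half of replicate wells score below -50%, meaning over 50% inhibition versus plate controls; inconclusive means some replicates but at most half score below -50%; inactive means no replicate scores below -50%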;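 further: 0% = median DMSO wells and -100% = median GW8510 positive control wells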
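Assay system: GST-fused GSK3beta enzyme, cell-free / Medium: Tris pH 7.5 buffer with MgCl2, DTT, BSA, heparin / Also added: peptide substrate plus 25 µM ATP (final) / Compound: 10 µM single point / Timing: kinase reaction with compound 60 min at room temperature / Detection: ADP-Glo luminescence / Benchmarks: DMSO neutral wells and GW8510 at 20 µM as positive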
HDAC3 inhib = HDAC3 deacetylase inhibitors, primary screen, biochemical, fluorescence, cell-free homogeneous; recombinant HDAC3, fluorogenic peptide/trypsin coupled; Histone deacetylase 3 (Homo sapiens), O15379; inhibition, % at 8.3 µM; hit rate 0.15% among 320,000; in the data active means inhibition above about 26%, passing the limit was not always enough; inconclusive means no clear call, values can overlap the other calls
Target sequence (O15379 whole entry, looked up): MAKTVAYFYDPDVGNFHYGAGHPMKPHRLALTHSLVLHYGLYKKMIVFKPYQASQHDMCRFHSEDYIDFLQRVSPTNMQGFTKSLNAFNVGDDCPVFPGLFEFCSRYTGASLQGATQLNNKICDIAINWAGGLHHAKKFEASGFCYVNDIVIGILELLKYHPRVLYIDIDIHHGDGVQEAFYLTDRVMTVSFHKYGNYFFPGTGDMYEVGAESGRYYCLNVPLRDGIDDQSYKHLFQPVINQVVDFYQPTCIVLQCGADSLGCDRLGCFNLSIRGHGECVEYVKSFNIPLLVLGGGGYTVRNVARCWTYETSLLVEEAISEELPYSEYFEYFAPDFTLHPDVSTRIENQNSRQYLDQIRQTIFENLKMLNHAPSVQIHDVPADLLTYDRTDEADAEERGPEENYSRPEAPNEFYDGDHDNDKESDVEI
PolyA inh = polyadenylation inhibitors in yeast reporter cells, primary screen, luminescence, S. cerevisiae; S. cerevisiae SKY197-pL101 polyadenylation reporter, beta-gal luminescence; efflux-impaired pdr1/pdr3 knockout yeast; score 100 = 6 SD above DMSO; calls only at 12 µM; hit rate 0.02% among 300,000; AID 1875, 2009;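 active means lowest replicate activity score at least 50, where 100 means six control SD above control mean; inconclusive means lowest score under 50 but half or more replicates reach 50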;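 further: yeast exposed to compound for 9 h at 30 °C; higher score means more reporter readthrough which indicates perturbed polyadenylation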
An asterisk follows results filed as active; i = inactive; ? = inconclusive; / = no result given. This is a subset; rates above refer to the full screens.

nr | Molecule | GSK3A inh | Platelet DG rel | HSP90 inh | Dyrk1A ADPGlo | HSF1 inhib | AI-2 QS mod | HSF1 activator | GSK3B inh | HDAC3 inhib | PolyA inh
1 | Cc1ccccc1-n1nc(-c2cccnc2)cc1C(=O)N/N=C/c1ccncc1 | 1 | 4 | 10 | 4 | -3 | 21 | -4 | 3 | 3 | i
2 | CC1CCN(S(=O)(=O)c2cccc(C(=O)N3CCN(c4ccc(F)cc4)CC3)c2)CC1 | 0 | -2 | 5 | -4 | 3 | 10 | 32 | 1 | 1 | i
3 | COc1ccc(CCn2c(N)c(C(=O)NCc3ccco3)c3nc4ccccc4nc32)cc1OC | 6 | -1 | 9 | 7 | 18 | 60 | 25 | -2 | 1 | i
4 | CCOC(=O)c1c(-c2cccs2)csc1NC(=O)CN1CC(C)OC(C)C1 (centres undefined) | -2 | 7 | 4 | -7 | 3 | 23 | -8 | -2 | -1 | i
5 | CCOc1ccc(NC(=O)CCc2nnc3ccc(N4CCN(C)CC4)nn23)cc1 | -1 | 3 | -5 | -4 | 4 | 24 | 26 | -3 | 5 | i
6 | COc1ccc(CNC(=O)CSc2nn3c(=O)c(C(C)(C)C)nnc3s2)cc1OC | 4 | -1 | 5 | -5 | -2 | 33 | 1 | 2 | -1 | i
7 | CC(C)[N+](C)(C)CC#CC(O)(c1ccccc1)c1ccccc1 | -2 | -2 | 5 | / | -4 | 10 | -4 | 2 | 4 | i
8 | CSc1nc2ccc(NS(=O)(=O)c3ccc([N+](=O)[O-])cc3)cc2s1 | -6 | -2 | 1 | / | -89* | -27 | -91 | 0 | -2 | i
9 | CCOC(=O)c1c(NC(=O)CSc2nnc(-c3ccc(Cl)cc3)o2)sc2c1CCC2 | -4 | 0 | / | -4 | 5 | -6 | 28 | 1 | -3 | i
10 | COCCNC(=O)C(OC(=O)c1nsc(Cl)c1Cl)C(C)C (centres undefined) | -1 | 2 | 0 | 0 | -4 | 38 | -1 | 0 | 1 | i
11 | COc1ccc(OC)c(NC(=O)CCn2ccnc2)c1 | -1 | 6 | -2 | / | -8 | 15 | 13 | 2 | 2 | i
12 | O=c1[nH]ncc(NCCc2ccccc2)c1Cl | 13 | 2 | -3 | 2 | -8 | 12 | -10 | 0 | 5 | i
13 | CCCN(CCC)S(=O)(=O)c1ccc(C(=O)NNC(=O)c2cc(OC)c(OC)c(OC)c2)cc1 | -1 | 19 | -1 | / | 7 | 28 | 25 | 1 | -3 | i
14 | COc1ccc(NC(=O)CSc2nnnn2-c2ccccc2OC)c(OC)c1 | -2 | 4 | 0 | -2 | 2 | 11 | 18 | 0 | -3 | i
15 | COC(=O)c1[nH]c2cccc(Cl)c2c1NC(=O)CN1CCCCC1C (centres undefined) | -5 | 2 | 2 | -1 | -1 | 16 | 9 | 1 | 8 | i
16 | CC(=O)c1ccc(NS(=O)(=O)c2ccc3ccccc3c2)cc1 | -3 | -9 | 1 | 0 | 3 | 37 | 11 | 2 | 6 | i
17 | NC(=O)CCCn1c(C(=O)c2cc(Cl)c(N)c(Cl)c2)c2ccc(C(F)(F)F)cc2[n+]1[O-] | 0 | -4 | / | 1 | 4 | 14 | -7 | 4 | 3 | i
18 | CCN1CCCC1CNC(=O)c1cc2cc(OC)c(OC)cc2[nH]1 (centres undefined) | -1 | 8 | 1 | 1 | -10 | 12 | -4 | 3 | -104 | i
19 | CCOc1ccc(-c2ccc3nnc(SCC(=O)NCC4CCCO4)n3n2)cc1 (centres undefined) | -2 | 10 | / | 4 | 2 | 24 | -6 | 2 | 3 | /
20 | Cc1ccc2c(CN3CCCCC3C)cc(=O)oc2c1 (centres undefined) | -1 | -2 | -2 | 14 | -5 | 11 | 27 | 11 | 1 | i
21 | CN(c1ccccc1)S(=O)(=O)c1cccc(NC(=O)Nc2ccc(Cl)cc2C#N)c1 | -2 | 12 | 0 | -4 | 1 | 19 | 11 | 1 | 1 | i
22 | COc1cc(S(=O)(=O)N2CCN(c3ccccn3)CC2)ccc1Br | / | -3 | 1 | 1 | -2 | 10 | -8 | 1 | -8 | i
23 | CC1CCC(=NNc2ccc(C(F)(F)F)cc2[N+](=O)[O-])CC1 (centres undefined) | -4 | 1 | 4 | -5 | 6 | -3 | 9 | -1 | -3 | i
24 | C(=C\c1ccccc1)/C=N/Nc1nc(N2CCOCC2)nc(N2CCOCC2)n1 | / | 5 | -3 | 2 | 6 | 18 | -5 | 0 | 6 | i
25 | CCc1cc2c(=O)c(-c3nc4ccccc4n3C)coc2c(CN2CCC(C)CC2)c1O | / | 7 | 1 | 10 | 4 | -1 | 29 | 2 | / | i

HSF1 inhib, what is marked active above.
nr | Molecule | GSK3A inh | Platelet DG rel | HSP90 inh | Dyrk1A ADPGlo | HSF1 inhib | AI-2 QS mod | HSF1 activator | GSK3B inh | HDAC3 inhib | PolyA inh
8 | CSc1nc2ccc(NS(=O)(=O)c3ccc([N+](=O)[O-])cc3)cc2s1 | -6 | -2 | 1 | / | -89* | -27 | -91 | 0 | -2 | i

In the list so far, these have a CF3 group.
nr | Molecule | GSK3A inh | Platelet DG rel | HSP90 inh | Dyrk1A ADPGlo | HSF1 inhib | AI-2 QS mod | HSF1 activator | GSK3B inh | HDAC3 inhib | PolyA inh
17 | NC(=O)CCCn1c(C(=O)c2cc(Cl)c(N)c(Cl)c2)c2ccc(C(F)(F)F)cc2[n+]1[O-] | 0 | -4 | / | 1 | 4 | 14 | -7 | 4 | 3 | i
23 | CC1CCC(=NNc2ccc(C(F)(F)F)cc2[N+](=O)[O-])CC1 (centres undefined) | -4 | 1 | 4 | -5 | 6 | -3 | 9 | -1 | -3 | i

(next part)
26: COC(=O)c1ccccc1S(=O)(=O)N1CCn2cccc2C1C (centres undefined)
27: CSCC[C@H](NC(=O)c1ccc2ccccc2c1)C(=O)N1CCC2(CC1)NCCc1[nH]cnc12
28: CC1(c2nnc(-c3ccccc3)o2)CC(c2cccc(Cl)c2)=NO1 (centres undefined)
29: N#C/C(=C\c1ccc2c(c1)OCO2)C(=O)NCc1ccco1
30: Cc1cc(C(F)(F)F)nn1CC(=O)NCc1cccs1
31: Cc1ccc(NC(=S)N2CCN(C(=O)C3CCCO3)CC2)cc1 (centres undefined)
32: COc1ccc(NC(=O)C2CCCNC2=O)cc1 (centres undefined)
33: Cc1cccc(CCNC(=O)c2cc(S(=O)(=O)N3CCOCC3)cn2C)c1
Screen / compound no. | 26 | 27 | 28 | 29 | 30 | 31 | 32 | 33
GSK3A inh | -1 | -2 | -1 | -1 | -2 | -4 | -1 | -1
Platelet DG rel | -20 | 5 | 13 | -6 | -4 | -1 | 0 | ?
HSP90 inh | 3 | 3 | / | -2 | 0 | 4 | 0 | -2
Dyrk1A ADPGlo | 4 | 4 | 4 | -1 | 0 | -5 | 2 | 2
HSF1 inhib | -5 | 5 | -4 | -6 | -12 | -5 | -3 | 1
AI-2 QS mod | 20 | 11 | 7 | 10 | 11 | 15 | 9 | 36
HSF1 activator | 2 | 6 | 14 | -9 | -4 | 13 | -4 | 1
GSK3B inh | -1 | 0 | 0 | -4 | 0 | 0 | -3 | 0
HDAC3 inhib | -10 | -4 | -1 | 4 | 3 | -11 | 2 | 4
PolyA inh | i | i | i | i | i | i | i | i

34: O=C(CN(Cc1ccco1)C(=O)CCC(=O)Nc1nccs1)NCc1ccccc1
35: Nc1nc2n(n1)C(c1cccc(Br)c1)CC(c1ccc(F)cc1)N2 (centres undefined)
36: Cc1nn2c(-c3ccccn3)ccnc2c1Cl
37: CC1(C)CC(N=c2cc(-c3ccccc3)oc3ccc(Cl)cc23)CC(C)(C)N1
38: S=C(NCc1ccccc1)N1CCN(c2ccccc2)CC1
39: O=C(CNC(=O)c1nc[nH]c1C(=O)NCc1ccccc1)OCc1ccccc1
40: O=C(Nc1ccc(F)c(F)c1)C1=COCCO1
41: CCOC(=O)Cn1nc(C)c(NC(=O)COc2ccccc2[N+](=O)[O-])c1C
Screen / compound no. | 34 | 35 | 36 | 37 | 38 | 39 | 40 | 41
GSK3A inh | 0 | -1 | / | / | -2 | -2 | -2 | /
Platelet DG rel | 1 | -8 | -7 | 9 | 4 | -3 | -1 | -5
HSP90 inh | 0 | 1 | -1 | 1 | 2 | 0 | / | 1
Dyrk1A ADPGlo | 0 | 9 | / | 8 | 0 | 1 | 0 | -4
HSF1 inhib | 2 | -7 | -6 | 41 | 21 | -5 | -2 | -5
AI-2 QS mod | 21 | 20 | 32 | 1 | -1 | 10 | 6 | 11
HSF1 activator | -15 | -4 | -14 | 25 | 36 | -3 | -13 | -1
GSK3B inh | -2 | 1 | 1 | 2 | 2 | -5 | 3 | 2
HDAC3 inhib | -3 | 1 | / | / | / | 2 | -2 | /
PolyA inh | i | i | i | i | i | i | i | i

42: CS(=O)(=O)N1CCCC(C(=O)NCc2ccco2)C1 (centres undefined)
43: CCC(=O)N1CCc2cc(Br)cc(S(=O)(=O)NCC3CCCN3CC)c21 (centres undefined)
44: CN(Cc1nccn1C)C(=O)CC1C(=O)NCCN1Cc1ccc(F)cc1Cl (centres undefined)
45: NC(=S)Nc1cccc2cnccc12
46: Cc1cccc(-c2oc(C)c(C)[n+]2[O-])c1
47: O=C(CSc1nnc2sc3ccccc3n12)NCc1ccco1
Screen / compound no. | 42 | 43 | 44 | 45 | 46 | 47
GSK3A inh | -4 | -3 | -1 | 0 | -1 | -2
Platelet DG rel | -3 | -3 | 23 | 2 | 0 | 1
HSP90 inh | -7 | 2 | 2 | 0 | -7 | 2
Dyrk1A ADPGlo | 2 | 7 | -11 | 17 | 4 | -2
HSF1 inhib | -2 | -3 | 3 | 8 | -6 | -4
AI-2 QS mod | 36 | 20 | 12 | 25 | 5 | 8
HSF1 activator | -3 | 1 | 2 | 18 | 5 | 23
GSK3B inh | 0 | 4 | 1 | -2 | 0 | 2
HDAC3 inhib | -10 | -1 | 7 | 7 | -4 | 3
PolyA inh | i | i | i | i | i | i
